# Bioassay records deposited in PubChem by National Center for Advancing Translational Sciences (NCATS).
# TbPYK inhibitor: blocks Trypanosoma brucei pyruvate kinase. Q57TT1. TbPYK enzyme, Kinase-Glo Plus ATP luminescence, 45 min. Potency, µM (doses to about 76.8 µM), for inactives: at the top dose activity, negative = inhibition, usual class: inhibitors. 0.12% of 410,000 active. AID 624173; also: potency is read from the fitted curve at half-maximal effect; % is scaled to controls: 0 for no effect and ±100 for the full control effect; nearly all actives have a fitted effect of over 50% in size
#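 T. brucei PYK with substrate was exposed to pin-transferred compounds across a concentration series, then started with 130 uM ADP (final). After 45 min at room temperature, Kinase-Glo Plus luminescence was read, normalized and curve-fitted.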
# Pf growth 96h: inhibits malaria parasite growth, 96 h. P. falciparum luciferase reporter growth, 96 h. Potency, µM (doses to about 28.7 µM), for inactives: top-dose activity change, negative = inhibition, usual class: inhibitors. 6.9% of 320,000 active; also: potency is read from the fitted curve at half-maximal effect; % is scaled to controls: 0 for no effect and ±100 for the full control effect
#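 Two parasite generations (96 h, 37 C, 5% CO2) of compound exposure in infected erythrocytes (0.05% parasitemia, 2% hematocrit). Luciferase-reporter P. falciparum; decreased luminescence indicates inhibited growth, aimed at apicoplast-acting delayed death.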
# Shiga inhibitor: inhibitors of Shiga toxin in Vero cells; 9.2% of 290,000 active; AID 2315; Vero cells, Shiga toxin protein synthesis inhibition reporter; inhibition, % at 38.7 µM; in the data active = inhibition mostly above about 28%, no sharp cut-off; inactive = mostly below about 43%; also: 0% is about no effect
# LmPK inh: inhibitors of Leishmania mexicana pyruvate kinase. purified LmPK, Kinase-Glo ATP luminescence, 1 h. Potency, µM (top dose mostly 57.5 µM), for the others: at the highest dose activity change, negative = inhibition, most hits filed as inhibitors. 0.37% of 290,000 active. AID 1721; also: potency is read from the fitted curve at half-maximal effect; % is scaled to controls: 0 for no effect and ±100 for the full control effect
# Target sequence (Q27686 whole entry, looked up): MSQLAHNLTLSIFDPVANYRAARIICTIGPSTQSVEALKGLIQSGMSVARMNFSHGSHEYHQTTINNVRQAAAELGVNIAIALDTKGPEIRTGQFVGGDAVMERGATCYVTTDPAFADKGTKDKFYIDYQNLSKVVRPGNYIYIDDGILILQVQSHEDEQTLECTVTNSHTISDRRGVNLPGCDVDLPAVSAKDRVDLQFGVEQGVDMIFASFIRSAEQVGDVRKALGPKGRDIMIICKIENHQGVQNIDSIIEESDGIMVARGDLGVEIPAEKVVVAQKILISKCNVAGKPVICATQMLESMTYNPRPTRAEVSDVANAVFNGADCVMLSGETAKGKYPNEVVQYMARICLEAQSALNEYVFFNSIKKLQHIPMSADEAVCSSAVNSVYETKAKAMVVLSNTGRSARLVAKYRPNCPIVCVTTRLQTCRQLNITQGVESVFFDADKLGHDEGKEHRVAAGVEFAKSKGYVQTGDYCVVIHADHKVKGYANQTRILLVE
#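 ATP generated from ADP (0.1 mM) and PEP (0.5 mM) by 0.1 nM LmPK over 1 h at room temperature (pH 7.2 imidazole buffer) was detected by coupled luciferase luminescence. Values were normalized to uninhibited and no-enzyme wells.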
# CHX counter: affects cycloheximide protein synthesis inhibition readout, counter-screen. cell reporter, cycloheximide protein synthesis inhibition counterscreen. max response, %. 12% of 300,000 active; in the data active = max response mostly above about 13%, no sharp cut-off; inactive = mostly below about 14%; also: read at 38.3 µM for the half of the compounds with a filed dose; 0% is about no effect
# AmpC no deterg: inhibitors of E. coli AmpC beta-lactamase without detergent; P00811; AmpC nitrocefin hydrolysis, absorbance 480 nm, 0.0001% Triton; Potency, µM (titrated, usually from 57.1 µM), for inactives: at the highest dose activity change, negative = inhibition, most hits filed as inhibitors; 0.52% of 330,000 active;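 also: potency is read from the fitted curve at half-maximal effect; plate controls were no compound for no effect and no enzyme for full effect; nearly all actives have a fitted effect of over 20% in size; some results filed as inactive show a strong effect at the top dose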
# Target sequence (P00811 whole entry, looked up): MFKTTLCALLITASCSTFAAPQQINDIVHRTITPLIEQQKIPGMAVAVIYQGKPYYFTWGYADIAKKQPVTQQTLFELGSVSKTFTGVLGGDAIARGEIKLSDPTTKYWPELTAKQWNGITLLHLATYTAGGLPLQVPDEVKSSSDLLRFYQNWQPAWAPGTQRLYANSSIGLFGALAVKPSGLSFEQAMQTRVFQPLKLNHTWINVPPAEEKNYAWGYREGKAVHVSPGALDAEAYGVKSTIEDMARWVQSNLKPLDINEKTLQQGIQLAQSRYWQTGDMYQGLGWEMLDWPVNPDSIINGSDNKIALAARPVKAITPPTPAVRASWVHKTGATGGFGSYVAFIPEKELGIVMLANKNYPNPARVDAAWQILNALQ
#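 AmpC (5.3 nM in the dispensed reagent) in 20 mM phosphate pH 7.0 with 0.01% (detergent screen) or 0.0001% Triton X-100 was preincubated with compounds for 15 min at room temperature. Nitrocefin was then added from an 800 uM solution, and hydrolysis was followed at 480 nm.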
# Pf growth 48h: P. falciparum growth inhibition at 48 hours (one generation) | 5.9% of 310,000 active | Potency, µM (highest dose often 28.7 µM), for inactives: at the top dose activity change, negative = inhibition, hits mostly inhibitors | P. falciparum luciferase growth in erythrocytes, 48 h; also: potency is read from the fitted curve at half-maximal effect; % is scaled to controls: 0 for no effect and ±100 for the full control effect
#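 First compound was added to culture medium, then infected red cells at 0.1% parasitemia and 2% hematocrit (final). After incubation at 37 C under 5% CO2, luciferase detection reagent was dispensed and light output recorded.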
# * marks the source's active call; other numbers are inactive results; ? = inconclusive; · = no result given; [ ] = dose if it differs, or a comment. Unless noted, calls follow the shape of the dose curve; as a rule, active = well fitted curve in the direction sought with a large enough effect; inconclusive = small, poorly fitted or top-dose-only effect, or another doubt; inactive = no such curve, though single readings can be large; an effect the other way counts as inactive or inconclusive.
SMILES,TbPYK inhibitor,Pf growth 96h,Shiga inhibitor,LmPK inh,CHX counter,AmpC no deterg,Pf growth 48h
CCOc1ccc(-c2n[nH]c(=S)c3ccccc23)cc1,-18%,1.7µM*,-5,-1%,-4,-40%,?
CCOC(=O)c1c(C)[nH]c(C)c1C(=O)COC(=O)c1ccc(OC)cc1,3%,?,-14,1%,8,3%,?
CCOC(=O)c1cnc(SCC(=O)N2CCc3ccccc32)nc1N,0%,·,-4,2%,-1,-14%,17%
CCCN(CCC)CCSc1nc(O)c(C(C)C)c(=O)[nH]1,0%,?,-3,3%,-3,-8%,?
CCCOc1ccc(C2C(C(=O)OC)=C(C)N=C3SCCC(=O)N32)cc1OCC (stereo not drawn),-8%,27%,-11,0%,-5,126%[activator],?
O=C(CN(C(=O)c1csnn1)c1ccccc1F)NCc1ccccc1,-5%,-13%,-8,9%,-2,-7%,-11%
CCC1CCCCN1CCCCOc1cccc(Cl)c1 (stereo not drawn),-10%,42%[activator],-3,-2%,-6,-2%,-12%[0.00184 µM]
CCCCc1nc2cc(C(=O)N3CCN(c4nc(C)cnc4C)CC3)ccc2o1,-4%,1%,70*,-9%,47*,157%[activator],-27%
CCc1c(C)sc(NC(=O)Cn2nc(C(F)(F)F)c3c2CCCC3)c1C#N,·,16%,-13,3%,1,-41%,20%
N#Cc1cc2c(=O)n3ccccc3nc2n(CCN2CCOCC2)c1=O,·,-16%,14,-5%,-3,-10%,12%
Cc1cc(SCc2ccc(Cl)cc2Cl)nc(=O)[nH]1,3%,0%,-3,-2%,1,-16%,21%
O=C(CN1CCCC1)NCC(=O)Nc1ccc(F)cc1,6%,4%,-8,0%,-7,-16%,-9%
Cc1cc(S(=O)(=O)N2CCOCC2)ccc1OCC(=O)Nc1ccccc1F,0%,-10%,-3,-3%,1,4%,31%[activator]
CCO[C@H]1OC(C(=O)N2CCOCC2)=C[C@@H](C2CC2)[C@@H]1CCCO,1%,47%[activator],-18,2%,-3,-11%,10%
FC(F)(F)c1ccccc1CNCc1ccncc1,2%,29%,·,4%,-1,-14%,9%
CC(=O)N1CC[n+]2c(-c3ccc(Cl)cc3Cl)csc21,-18%,?,-6,2%,-3,-43%,-17%
O=c1[nH]cc(N2CCCCCC2)c(=O)[nH]1,-12%,2%,-15,-2%,-2,-18%,-23%
CCOc1cc(NC(=O)c2ccco2)c(OCC)cc1NC(=O)CCc1ccc(OC)cc1,·,19%,-8,-2%,-3,-6%,-8%
CC(=O)Nc1ccc(NC(=O)CS(=O)(=O)Cc2ccccc2)cc1,-10%,0%,-9,-5%,-8,-13%,41%[activator]
Cc1ccc(NC(=O)CN(C)C(=O)CSc2nnc(N)s2)cc1,1%,-13%,·,·,·,-1%,24%
O=C(CSc1nnc(-c2cccc(F)c2)o1)N1CCCC1,1%,89%[activator],36,-10%,23*,-8%,80%[activator]
CCCCC(=O)Nc1cccc(NC(=O)c2cccnc2Cl)c1,1%,-3%,-13,0%,-2,-11%,33%[activator]
CC(C)(C)C1(O)CC(C(F)(F)F)=NN1C(=O)Cc1ccc([N+](=O)[O-])cc1 (stereo not drawn),5%,?,47,-3%,0,-16%,?
COCCCN1C(=O)C(=O)/C(=C(/O)c2ccc(OCC(C)C)cc2C)C1c1cccnc1 (stereo not drawn),2%,?,-3,-1%,2,79%[activator],?
Cc1onc(-c2ccccc2)c1C(=O)NCC1CCCO1 (stereo not drawn),-5%,0%,-9,2%,-2,-15%,-5%

# Carrying on:
SMILES,TbPYK inhibitor,Pf growth 96h,Shiga inhibitor,LmPK inh,CHX counter,AmpC no deterg,Pf growth 48h
CCCCN1C(=O)c2ccc(C(=O)OCC(=O)N3CCN(c4ccccc4)CC3)cc2C1=O,3%,13%,·,·,·,-11%,-3%
COc1ccc(-c2noc(CCC(=O)NCCCN3CCC(C)CC3)n2)cc1,-6%,10%,-2,3%,3,-4%,·
COc1ccccc1Nc1ncnc2nc[nH]c12,2%,?,-17,2%,2,-11%,·
Cc1ccc(CN2C(=O)CN=C(c3ccccc3)c3ccccc32)cc1,6%,-2%,-11,0%,-2,55%,?
COC(=O)C1CCN(Cc2cn(-c3ccccc3)nc2-c2ccc3c(c2)OCO3)CC1,-5%,?,9,1%,-2,91%[activator],?
Cc1ccc2[nH]c3c(c2c1)CCCC3C(N)=O (stereo not drawn),-15%,-7%,-14,4%,-9,-8%,25%
COC(=O)c1ccc(COc2ccc(C(C)(C)C)cc2)o1,1%,?,145*,6%,90*,0%,133%[activator]
CCOc1ccccc1NC(=O)c1cc(-c2ccccn2)nc2ccccc12,0%,?,·,·,·,6%,15µM*
CCC(CC)COC(=O)C1=C(C)NC(=O)NC1c1ccc2c(c1)OCO2 (stereo not drawn),1%,0.93µM*,-17,5%,-3,-3%,29%
CCN(Cc1ccccc1)S(=O)(=O)c1ccc(C(=O)N(CCCN(C)C)c2nc3cc4c(cc3s2)OCO4)cc1,4%,?,-5,-5%,-1,158%[activator],?
Cc1coc2cc3oc(=O)cc(C)c3cc12,3%,27%,15,-3%,-2,-13%,38%[activator]
CC1CCC(N2CCN(S(C)(=O)=O)CC2)CC1 (stereo not drawn),-7%,?,23,-3%,-2,-22%,12%
CC(C)CNC(=O)c1cccc(NC(=O)CCc2ccccc2)c1,4%,-9%,-7,2%,6,-5%,1%
Cc1c(C(=O)O)[nH]c2c1C(=O)CC(c1ccc(Cl)cc1)C2 (stereo not drawn),-4%,?,-5,0%,-5,-23%,6%
CN(CC(=O)Nc1ccc(F)c(Cl)c1)S(=O)(=O)c1cccc2nsnc12,-1%,9%,-4,3%,-2,-18%,?
Cc1ccccc1OCCC(=O)Nc1ccc(F)c(Cl)c1,4%,-12%,21,2%,1,-15%,-4%
O=S(=O)(Nc1nccs1)c1ccc2c(c1)OCCO2,-6%,11%,21,6%,13,-17%,-10%
CCn1c(O)c(N=NC(=O)Cc2csc(N3CCOCC3)n2)c2ccccc21,8%,?,-5,2%,1,47%,-12%
COc1ccc2c(c1)CCc1c(C(=O)N(C)c3ccccc3)noc1-2,0%,?,123*,15%,49*,1%,86%[activator]
Cc1oc2ccc(OC(C(=O)O)c3ccccc3)cc2c1C(=O)O (stereo not drawn),-9%,17%,6,-2%,-1,-5%,10%
Cc1ccc(NC2=CC(=O)CCC2)cc1C,-12%,?,16,5%,-1,-22%,·
Cc1ccc(NC(=O)CN2C(=O)/C(=C3\SC(=S)N(C4CCS(=O)(=O)C4)C3=O)c3ccccc32)cc1 (stereo not drawn),-7%,32%[activator],7,-15%,-5,-36%,12%
CCCCOC(=O)CCc1c(C)n[nH]c1C,-4%,-6%,14,1%,-4,-11%,5%
CCCc1nc2oc3c(N4CCNCC4)ncnc3c2c2c1CCCC2,·,?,-16,-2%,-7,-25%,?
Cc1nnc(C)n1/N=C/c1ccc(C(C)C)cc1,-5%,-1%,-10,0%,5,0%,31%[activator]

# One compound at a time, from the list above. Order of screens: TbPYK inhibitor | Pf growth 96h | Shiga inhibitor | LmPK inh | CHX counter | AmpC no deterg | Pf growth 48h
# Cc1ccc(NC2=CC(=O)CCC2)cc1C is listed with -12% | ? | 16 | 5% | -1 | -22% | ·
# Cc1oc2ccc(OC(C(=O)O)c3ccccc3)cc2c1C(=O)O (stereo not drawn) is listed with -9% | 17% | 6 | -2% | -1 | -5% | 10%

# A different layout for part of the listing above.
molecule | TbPYK inhibitor | Pf growth 96h | Shiga inhibitor | LmPK inh | CHX counter | AmpC no deterg | Pf growth 48h
Cc1ccccc1OCCC(=O)Nc1ccc(F)c(Cl)c1 | 4% | -12% | 21 | 2% | 1 | -15% | -4%
O=S(=O)(Nc1nccs1)c1ccc2c(c1)OCCO2 | -6% | 11% | 21 | 6% | 13 | -17% | -10%
CCn1c(O)c(N=NC(=O)Cc2csc(N3CCOCC3)n2)c2ccccc21 | 8% | ? | -5 | 2% | 1 | 47% | -12%

# Remaining list, next part:
SMILES,TbPYK inhibitor,Pf growth 96h,Shiga inhibitor,LmPK inh,CHX counter,AmpC no deterg,Pf growth 48h
COc1ccccc1NC(=O)CC1C(=O)Nc2c1c(=O)n(C)c(=O)n2C (stereo not drawn),0%,-22%,-4,-3%,-5,-7%,?
COc1ccc(CCNC(=O)c2ccc(CS(=O)(=O)c3ccc(Br)cc3)o2)cc1OC,-1%,22%,29,0%,10,36%,?
CCOC(=O)c1ccccc1NC(=O)c1cc2ccccc2o1,4%,-18%,65,9%,6,-22%,-24%
Cc1ccc(C2(C)NC(=O)N(CC(=O)c3ccc(Cl)s3)C2=O)cc1 (stereo not drawn),-7%,-5%,6,0%,-3,28µM*,-7%
CCOc1ccc(S(=O)(=O)NCCC(=O)N2CCN(Cc3ccccc3)CC2)cc1,-2%,-22%,·,·,·,76%[activator],?
O=C(COc1ccc(OCc2ccccc2)cc1)NC1CCOC1=O (stereo not drawn),-6%,11%,5,5%,3,10%,51%[activator]
COc1ccc(C2N3CC4(C)CN2CC(C)(C3)C4O)cc1 (stereo not drawn),1%,?,-10,-2%,7,-10%,2%
O=C(NCc1ccccc1)c1noc2c1CCCCC2,2%,9.3µM*,84*,0%,46*,-8%,154%[activator]
Cc1cc(C)c(OCC(=O)OCC(=O)NCc2cccs2)c(C)c1,4%,2%,·,·,·,-7%,5%
CC(C)(C)c1ccc(Cn2c(=N)n(CC(O)c3ccco3)c3ccccc32)cc1 (stereo not drawn),2%,12µM*,-22,-2%,-8,34%,2.3µM*
Cc1noc(NS(=O)(=O)c2ccc(N/C=C/C(=O)c3ccc(F)cc3)cc2)c1C,-1%,-26%,69*,2%,33*,-27%,91%[activator]
N#CC1CCN(C(=O)c2ccc3c(Cl)c4c(nc3c2)CCCC4)CC1,0%,-23%,-2,8%,-2,128%[activator],-3%
Cc1ccc(NC(=O)CS(=O)CC(=O)N(c2ccccc2)C(C)C(=O)NC2CCCC2)cc1 (stereo not drawn),-12%,192%[activator],29,3%,-3,32%,-4%
O=C(/C=C/c1cccc([N+](=O)[O-])c1)OCC(=O)N1CCOCC1,4%,10%,·,·,·,-13%,31%
COP(=O)(OC)OC(c1ccc(Cl)cc1)P(=O)(OC)OC (stereo not drawn),-5%,-16%,·,·,·,·,1%
Fc1ccc(CCNCc2ccccc2Cl)cc1,-1%,-17%,24,3%,22*,-15%,·
COc1ccc(-c2nc(C#N)c(N3CCCCCC3)o2)cc1OC,-4%,·,-9,6%,8,98%[activator],-17%
O=S(=O)(c1ccc(Cl)c(NC(=S)N/N=C/c2c(F)cccc2F)c1)N1CCOCC1,-1%,?,-25,5%,-1,-39%,4%
Cc1cc(OCC(=O)NCc2ccncc2)ccc1Cl,4%,38%[activator],-12,2%,0,0%,8%
COCCCN1CC23C=CC(O2)C(C(=O)O)C3C1=O (stereo not drawn),-26%,1%,15,4%,-1,-12%,·
CCCn1cnc2c(cnn2-c2ccc(F)cc2)c1=O,4%,5%,70*,-2%,43*,4%,298%[activator]
O=C(O)c1ccc(N2C(=O)/C(=C\c3ccccc3)N=C2c2ccccc2)cc1,-5%,-2%,-6,6%,-1,-28%,81%[activator]
CC1CN(c2nc(-c3ccc(Br)cc3)nnc2-c2ccccc2)CC(C)N1 (stereo not drawn),-5%,8.3µM*,-6,-3%,1,40%,?

# No enrichment for hits; about 22% have a hit in one of these screens.
